Screens (PubChem)
Bim-Mcl-1: inhibitors of Bim peptide binding to Mcl-1, primary screen, biochemical, bead-based flow cytometry, multiplex | inhibition, % at 10 µM | 190,000 tested, 0.1% active | Bim peptide-Mcl-1 binding | AID 1009, 2008;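 also: 0% = no compound tracer wells and 100% = peptide blocker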
Target sequence (Q07820 whole entry, looked up): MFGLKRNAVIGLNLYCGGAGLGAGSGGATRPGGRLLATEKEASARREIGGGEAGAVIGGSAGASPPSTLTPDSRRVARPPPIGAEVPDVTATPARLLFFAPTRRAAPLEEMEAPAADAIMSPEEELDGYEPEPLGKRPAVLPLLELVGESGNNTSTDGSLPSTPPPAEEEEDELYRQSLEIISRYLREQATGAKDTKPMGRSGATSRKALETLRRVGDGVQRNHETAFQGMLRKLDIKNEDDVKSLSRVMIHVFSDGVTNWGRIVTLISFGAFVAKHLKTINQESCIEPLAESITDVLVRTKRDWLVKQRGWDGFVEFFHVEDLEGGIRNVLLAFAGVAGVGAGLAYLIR
Bim-Bcl-B: inhibitors of Bim-Bcl-B binding, primary screen, biochemical, multiplexed, human Bcl-2 family | Bcl-2-like protein 10 (Homo sapiens), Q9HD36 | bead-based flow cytometry, Bim peptide-Bcl-B binding | inhibition, % at 10 µM | 190,000 tested, 0.073% active | AID 951, 2007;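 also: 0% = tracer peptide without compound and 100% = reference inhibitor peptide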
Target sequence (Q9HD36 whole entry, looked up): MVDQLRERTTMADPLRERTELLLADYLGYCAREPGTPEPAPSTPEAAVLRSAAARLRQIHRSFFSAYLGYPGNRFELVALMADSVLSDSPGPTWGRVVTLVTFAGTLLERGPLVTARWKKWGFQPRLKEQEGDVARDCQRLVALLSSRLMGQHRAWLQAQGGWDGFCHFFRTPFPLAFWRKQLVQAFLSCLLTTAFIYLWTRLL
Bim-Bfl-1: inhibitors of Bim binding to Bfl-1, primary screen, biochemical, multiplexed, bead-based flow cytometry; Bim-Bfl-1 binding inhibition; inhibition, % at 10 µM; 190,000 tested, 0.12% active; AID 1008, 2008;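 also: 0% = wells without compound plus tracer and 100% = blocker peptide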
Mcl1 Bid PPI: Mcl-1/Bid binding inhibitors, primary screen, biochemical, TR-FRET, 1536-well; AID 1021, 2008; Induced myeloid leukemia cell differentiation protein Mcl-1 (Homo sapiens), Q07820; 220,000 tested, 0.97% active; inhibition, % at 21.7 µM; TR-FRET Mcl-1/Bid-Dy647 peptide binding;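 active = compounds that cut the binding signal by more than half at the single screening dose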;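 also: His-tagged Mcl-1 with europium anti-His antibody binding Bid BH3 peptide; 0% = Mcl-1 plus peptide wells and 100% = peptide-only wells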
Bim-Bcl-XL: inhibitors of Bim-Bcl-XL binding, primary screen, biochemical, multiplexed, bead flow cytometry, human Bcl-XL | Bcl-2-like protein 1 (Homo sapiens), Q07817 | 190,000 tested, 0.04% active | AID 1007, 2008 | inhibition, % at 10 µM | Bim peptide-Bcl-XL binding, fluorescence
RGS8-Gao reg: RGS8-Galphao binding modulators, primary screen, biochemical, multiplexed bead flow cytometry. Guanine nucleotide-binding protein G(o) subunit alpha (Homo sapiens), P09471. actives lie on both sides. response (percent of control binding), % at 10 µM. 220,000 tested, 0.34% active. AID 1423, 2008; in the data active = response below about 60% or above about 140%; inactive = in between;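 also: Galphao activated as the GDP aluminium fluoride complex binding bead-coupled RGS8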
RGS4-Gao reg: modulators of RGS4 binding to Galphao, primary screen, biochemical, multiplexed bead flow cytometry. binding response (% of control), % at 10 µM. actives lie on both sides. 220,000 tested, 0.33% active. Guanine nucleotide-binding protein G(o) subunit alpha (Homo sapiens), P09471; in the data active = binding response below about 49% or above about 150%; inactive = in between;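 also: fluorescent Galphao activated with aluminum fluoride binding bead-coupled RGS4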
Bim-Bcl-W: inhibitors of Bim binding to Bcl-W, primary screen, biochemical, multiplexed, bead-based flow cytometry. 190,000 tested, 0.02% active. Bim peptide-Bcl-W binding. AID 952, 2007. Bcl-2-like protein 2 (Homo sapiens), Q92843. inhibition, % at 10 µM;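 also: 0% = bound tracer without compound and 100% = peptide blocker; higher means less fluorescent Bim peptide bound to Bcl-W beads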
Target sequence (Q92843 whole entry, looked up): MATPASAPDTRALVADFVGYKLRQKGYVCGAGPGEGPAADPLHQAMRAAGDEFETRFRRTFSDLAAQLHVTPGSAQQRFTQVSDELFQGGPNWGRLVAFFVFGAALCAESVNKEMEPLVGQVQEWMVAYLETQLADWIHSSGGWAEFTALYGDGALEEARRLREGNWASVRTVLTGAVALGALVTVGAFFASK
Bcl-2 Bim block: inhibitors of Bim-Bcl-2 binding, primary screen, biochemical, multiplexed, human Bcl-2 family | inhibition, % at 10 µM | 190,000 tested, 0.06% active | Bead-based flow cytometry, Bim peptide-Bcl-2 binding | AID 950, 2007 | Apoptosis regulator Bcl-2 (Homo sapiens), P10415; in the data active = inhibition above about 40%; inconclusive = no clear call, values can overlap the other calls;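 also: 0% = no compound wells with probe peptide and 100% = reference peptide inhibitor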
Target sequence (P10415 whole entry, looked up): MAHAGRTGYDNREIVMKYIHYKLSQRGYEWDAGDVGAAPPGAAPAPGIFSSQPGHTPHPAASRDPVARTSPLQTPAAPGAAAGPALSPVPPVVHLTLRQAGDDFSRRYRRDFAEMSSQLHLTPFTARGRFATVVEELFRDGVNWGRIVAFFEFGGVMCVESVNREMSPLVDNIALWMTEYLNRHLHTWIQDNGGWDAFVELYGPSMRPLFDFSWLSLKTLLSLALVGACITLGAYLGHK
Mcl1 Noxa PPI: Mcl-1/Noxa binding inhibitors, primary screen, biochemical, TR-FRET, 1536-well; inhibition, % at 21.7 µM; TR-FRET Mcl-1/Noxa peptide binding, 2 h; Induced myeloid leukemia cell differentiation protein Mcl-1 (Homo sapiens), Q07820; 220,000 tested, 1.5% active;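 active = compounds that cut the protein-peptide binding signal by more than 50% relative to plate controls in a single-dose test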;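 also: His-tagged Mcl-1 with rhodamine Noxa BH3 peptide and terbium anti-His antibody; 0% = Mcl-1 plus Noxa peptide wells and 100% = peptide-only wells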
RGS7-Gao: RGS7-Galphao binding modulators, primary screen, biochemical, multiplexed bead flow cytometry. Guanine nucleotide-binding protein G(o) subunit alpha (Homo sapiens), P09471. actives lie on both sides. binding response (% of control), % at 10 µM. 220,000 tested, 0.35% active. AID 1439, 2008; in the data active = binding response below about 49% or above about 150%; inconclusive = no clear call, values can overlap the other calls; inactive = in between;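 also: fluorescent Galphao held in activated GDP-AlF4 state binding bead-coupled RGS7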
* = called active by the depositor; ? = inconclusive; / = no result given. Rule as the data show it, unless noted: active = inhibition above about 40%.

SMILES	Bim-Mcl-1	Bim-Bcl-B	Bim-Bfl-1	Mcl1 Bid PPI	Bim-Bcl-XL	RGS8-Gao reg	RGS4-Gao reg	Bim-Bcl-W	Bcl-2 Bim block	Mcl1 Noxa PPI	RGS7-Gao
COC(=O)c1scc2c(=O)cc(C(F)(F)F)[nH]c12	/	/	/	9	/	100	102	/	/	12	?
COc1ccc(N2CCN(C(=O)Cn3cnc4c(cnn4-c4ccc(C)cc4)c3=O)CC2)cc1	1	0	0	13	-2	102	97	0	5	15	102
NC(=O)CSc1nccn1Cc1ccc2c(c1)OCO2	-2	-5	3	-19	-4	95	100	-3	-3	2	96
Cc1cc(=O)oc2cc(OCC(=O)OCC(=O)Nc3ccccc3F)ccc12	1	0	-6	-20	0	97	94	0	-3	22	90
COc1ccc(Nc2oc(-c3ccc(F)cc3)nc2C#N)cc1	/	/	/	-16	/	100	106	/	/	2	?
O=C(NC1CCCCCC1)c1ccc(OCC2CCCO2)cc1 (configuration not stated)	1	0	0	-27	0	97	95	1	-2	6	99
CCn1c(SCC(=O)C(C)(C)C)nnc1-c1cnccn1	9	-5	6	-4	-2	99	92	7	3	5	86
Cc1nc2ncnn2c(N2CCCC(C(=O)Nc3ccc4c(c3)CCC4)C2)c1C (configuration not stated)	0	-1	0	5	-5	101	106	0	1	1	108
COc1ccc(-c2nn(-c3ccccc3)cc2/C=N/NC(=O)c2ccc3c(c2)OCO3)cc1	-1	-1	-1	14	-3	97	92	-1	0	9	95
Clc1cccc(-c2cc3nc4c(c(N5CCOCC5)n3n2)CCCC4)c1	-6	-7	-18	7	-10	101	100	-4	-11	2	100
FC(F)(F)COc1nc(OCC(F)(F)F)nc(N2CCN(c3ccccc3)CC2)n1	-1	-1	0	-22	-1	103	105	-2	-1	10	102
CC/C(=N\NC(=O)c1c(-c2ccccc2)noc1C)c1ccc(C)o1	-1	-6	-2	3	-2	102	102	-5	-4	11	101
O=C(NNS(=O)(=O)c1ccccc1[N+](=O)[O-])c1ccc(O)cc1	0	-10	-8	27	-9	117	120	-3	-6	1	119
O=C(NCCCN1CCN(CCCNC(=O)c2ccccc2F)CC1)c1ccccc1F	-7	-8	-20	-4	-14	103	101	-2	-9	-4	107
O=C(CCCn1c(=O)[nH]c2ccccc2c1=O)NCCSCc1ccccc1	-4	-3	3	-6	-1	95	93	-3	0	16	90
COC(=O)c1cc(NC(=O)C2CCCN(S(=O)(=O)c3c(C)n[nH]c3C)C2)cc(C(=O)OC)c1 (configuration not stated)	0	-5	-2	-20	-1	100	101	0	0	2	100
NC(=S)NN=C1C2CC3CC(C2)CC1C3	-6	-36	2	-22	-7	97	101	-3	-3	17	104
COC(=O)CCC(=O)OC1(C)C(=O)C=C2C=C(C3CC3)N(CCc3c[nH]c4ccccc34)C=C2C1=O (configuration not stated)	/	/	/	-67	/	100	101	/	/	5	?
COc1ccc(CCNC(=S)Nc2ccc(OC)cc2)cc1	-4	-7	-4	-64	-7	101	99	-3	-4	3	91
COc1ccc(/C=C2\SC(=O)N(CCNC(=O)C3CC(=O)N(c4ccccc4)C3)C2=O)cc1 (configuration not stated)	-1	0	-1	1	1	100	98	0	1	-16	100
O=C(c1ccccc1)c1ccccc1N/C=C/c1nnnn1-c1ccccc1	0	0	0	-13	-1	101	99	0	0	6	102
O=C(/C=C/c1ccccc1Cl)NNC(=O)c1cccs1	-4	-5	5	-4	-1	102	100	-4	-1	19	106
COc1ccccc1C1CC(=O)NC(C)=C1C(=O)OCC1CCCO1 (configuration not stated)	0	0	0	-8	-2	97	97	0	1	-4	102
CCCC(=O)C1=C(O)C(C(=O)OC)C(C)(C)CC1=NCCc1ccc(OC)c(OC)c1 (configuration not stated)	0	-1	-6	-18	0	104	102	1	0	0	99
CC(Nc1oc(-c2ccco2)nc1C#N)c1ccccc1 (configuration not stated)	-3	-5	-1	-60	-5	103	101	-2	-2	4	100
c1cnc(N2CCSCC2)nc1	-7	-14	-22	-14	-10	101	99	-7	-16	11	103
O=C(COC(=O)C1CCN(S(=O)(=O)c2cccs2)CC1)c1ccc2c(c1)OCCO2	0	-3	0	-33	0	90	76	0	0	-27	81
CSc1nn(-c2ccc(C(=O)OC(C(=O)NC(N)=O)C(C)C)cc2)c(=S)s1 (configuration not stated)	2	0	-5	-12	2	102	103	4	-1	16	?
Clc1ccc2oc(-c3cccnc3)nc2c1	-1	-6	-16	-14	-7	99	99	1	-6	5	96
N/C(=N\OC(=O)Cc1ccccc1)c1ccccn1	-6	-11	-19	-29	-10	103	103	-1	-16	-1	100

2 of the compounds above, with bars between the fields:
Molecule | Bim-Mcl-1 | Bim-Bcl-B | Bim-Bfl-1 | Mcl1 Bid PPI | Bim-Bcl-XL | RGS8-Gao reg | RGS4-Gao reg | Bim-Bcl-W | Bcl-2 Bim block | Mcl1 Noxa PPI | RGS7-Gao
CSc1nn(-c2ccc(C(=O)OC(C(=O)NC(N)=O)C(C)C)cc2)c(=S)s1 (configuration not stated) | 2 | 0 | -5 | -12 | 2 | 102 | 103 | 4 | -1 | 16 | ?
CC(Nc1oc(-c2ccco2)nc1C#N)c1ccccc1 (configuration not stated) | -3 | -5 | -1 | -60 | -5 | 103 | 101 | -2 | -2 | 4 | 100

Next part.
SMILES	Bim-Mcl-1	Bim-Bcl-B	Bim-Bfl-1	Mcl1 Bid PPI	Bim-Bcl-XL	RGS8-Gao reg	RGS4-Gao reg	Bim-Bcl-W	Bcl-2 Bim block	Mcl1 Noxa PPI	RGS7-Gao
O=C(c1ccccc1)c1c[nH]c2cc3c(cc2c1=O)OCCO3	-4	-3	0	-6	-8	95	99	-6	-5	-10	101
Cc1cc(=O)oc2cc(OCC(=O)OCC(=O)NCCc3ccccc3)ccc12	-2	-3	-6	-4	-5	102	99	-1	-2	14	102
COc1ccccc1NS(=O)(=O)c1cc(N2Cc3ccccc3C2=N)ccc1N1CCOCC1	-6	-37	19	-12	-7	101	101	1	-2	17	109
CCOC(=O)C1(Cc2ccc(OC)cc2)CCN(C(=O)CCN2CCCC2=O)CC1	-2	-5	-4	-31	-9	101	101	-1	-3	-13	102
CC(=O)c1cccc(NC(=O)NNC(=O)c2ccc(Cl)cc2Cl)c1	-3	-6	-4	-3	-5	102	101	-5	-4	12	100
COc1ccc2[nH]c3nc(SCC(=O)NNC(=O)c4ccc(OC)c(OC)c4)nnc3c2c1	0	2	-2	-16	2	96	99	-2	-2	-7	94
CCCCCOC(=O)C1=C(C)N(C)C(=O)NC1c1cc(Br)c(O)c(OC)c1 (configuration not stated)	-4	-1	-3	7	-17	98	105	-6	-6	18	110
COc1ccc(S(=O)(=O)NC2CCCC2)cc1Br	-8	-10	-22	4	-15	103	101	-6	-11	4	102
CN(C)c1ccc(/C=C(\C#N)C(=O)c2ccccc2)cc1	/	/	/	-60	/	102	111	/	/	21	?
COc1ccc(C2=NC(=O)NC2c2ccc(OC)cc2)cc1 (configuration not stated)	/	/	/	-30	/	98	97	/	/	-16	?
CCCCCn1c(CCCNC(=O)CC)nc2ccccc21	0	-4	-8	-26	-2	104	104	-2	-2	24	105
CSc1nnc([C@@H](NC(=O)OC(C)(C)C)C(C)C)o1	15	10	19	-18	17	100	102	8	18	-6	98
COC(=O)c1ccc2[nH]c(C)cc(=O)c2c1	1	-6	-8	4	-4	99	98	1	-6	31	98
CCOC(=O)c1c(C)[nH]c(C)c1C(=O)CSc1nc2ccccc2c(=O)n1-c1ccc(Cl)cc1	-8	-9	-2	-40	-7	100	98	-3	-6	-73	101
C#CCNC(=O)C1=C[C@@H](c2csc3ccccc23)C[C@@H](OCc2ccc(CO)cc2)O1	-3	-3	-4	13	-3	98	94	-2	-3	-1	95
Cc1c(NC(=O)C(C)N2C(=O)C3CCCCC3C2=O)c(=O)n(-c2ccccc2)n1C (configuration not stated)	0	6	6	-9	3	100	100	0	2	3	105
Cc1ccc(O)c(CNc2nc3ccccc3n2C)c1	0	-2	-1	-31	-1	103	102	2	-3	6	101
COc1cc2c(cc1NC(=O)CSc1nc3ccc(C)cc3[nH]1)oc1ccccc12	-2	-4	3	-17	-3	107	100	-3	-2	1	101
FC(F)(F)c1cc(-c2cccs2)nc2cc(-c3ccccc3)nn12	-2	-5	-5	-16	-3	103	95	-5	0	-12	91
CCN(CC)C(=O)Cn1cc(C(=O)C(=O)N2CCc3ccccc32)c2ccccc21	0	-5	-2	4	-2	103	105	-1	-2	11	100

Of the compounds above, two contain a tert-butyl group:
SMILES	Bim-Mcl-1	Bim-Bcl-B	Bim-Bfl-1	Mcl1 Bid PPI	Bim-Bcl-XL	RGS8-Gao reg	RGS4-Gao reg	Bim-Bcl-W	Bcl-2 Bim block	Mcl1 Noxa PPI	RGS7-Gao
CCn1c(SCC(=O)C(C)(C)C)nnc1-c1cnccn1	9	-5	6	-4	-2	99	92	7	3	5	86
CSc1nnc([C@@H](NC(=O)OC(C)(C)C)C(C)C)o1	15	10	19	-18	17	100	102	8	18	-6	98

Complete entries from above.
FC(F)(F)c1cc(-c2cccs2)nc2cc(-c3ccccc3)nn12 reads Bim-Mcl-1 = -2; Bim-Bcl-B = -5; Bim-Bfl-1 = -5; Mcl1 Bid PPI = -16; Bim-Bcl-XL = -3; RGS8-Gao reg = 103; RGS4-Gao reg = 95; Bim-Bcl-W = -5; Bcl-2 Bim block = 0; Mcl1 Noxa PPI = -12; RGS7-Gao = 91
COc1cc2c(cc1NC(=O)CSc1nc3ccc(C)cc3[nH]1)oc1ccccc12 reads Bim-Mcl-1 = -2; Bim-Bcl-B = -4; Bim-Bfl-1 = 3; Mcl1 Bid PPI = -17; Bim-Bcl-XL = -3; RGS8-Gao reg = 107; RGS4-Gao reg = 100; Bim-Bcl-W = -3; Bcl-2 Bim block = -2; Mcl1 Noxa PPI = 1; RGS7-Gao = 101

Taken from above:
Mcl1 Bid PPI, CCN(CC)C(=O)Cn1cc(C(=O)C(=O)N2CCc3ccccc32)c2ccccc21 is entered as 4
RGS4-Gao reg, Cc1ccc(O)c(CNc2nc3ccccc3n2C)c1 is entered as 102
